Screening data: PubChem BioAssay, several laboratories
MEP2-GFP yeast – yeast TOR pathway MEP2-GFP modulation; S. cerevisiae MEP2-GFP strain, flow cytometry GFP, 3 h; 100% = DMSO control level; GFP response vs DMSO, % at 10 µM; 0.51% of 330,000 active;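 active = GFP response versus DMSO above a set limit, roughly screen mean plus 3 SD, cut at about 180% in these data; inconclusive = fewer than 70 cells counted for a yeast strain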;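 note: median GFP fluorescence of the barcode-gated MEP2-GFP cells per well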
AGP1 TOR yeast – alters AGP1-GFP fluorescence in TOR pathway yeast screen. GFP response vs DMSO, % at 10 µM. 0.02% of 320,000 active. S. cerevisiae AGP1-GFP multiplex flow cytometry, 3 h; GFP as percent of DMSO wells;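 active = GFP response relative to DMSO above a set limit, near screen average plus 3 SD, cut at about 150% in these data; inconclusive = fewer than 70 cells counted for the yeast strain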;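 note: median GFP channel fluorescence of the gated AGP1 strain per well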
GRK2 inh – inhibitors of human GRK2 displacing RNA aptamer; bead flow cytometry, FAM-aptamer displacement from GRK2; inhibition of aptamer binding, % at 10 µM; AID 488847; P25098; 0.59% of 330,000 active;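 active = inhibition of aptamer binding above 40%, roughly 3 SD of noise, on plates passing a quality check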;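 note: median bead fluorescence of bound FAM aptamer so fluorescent compounds give negative values; no value below 0 was filed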
Target sequence (P25098 whole entry, looked up): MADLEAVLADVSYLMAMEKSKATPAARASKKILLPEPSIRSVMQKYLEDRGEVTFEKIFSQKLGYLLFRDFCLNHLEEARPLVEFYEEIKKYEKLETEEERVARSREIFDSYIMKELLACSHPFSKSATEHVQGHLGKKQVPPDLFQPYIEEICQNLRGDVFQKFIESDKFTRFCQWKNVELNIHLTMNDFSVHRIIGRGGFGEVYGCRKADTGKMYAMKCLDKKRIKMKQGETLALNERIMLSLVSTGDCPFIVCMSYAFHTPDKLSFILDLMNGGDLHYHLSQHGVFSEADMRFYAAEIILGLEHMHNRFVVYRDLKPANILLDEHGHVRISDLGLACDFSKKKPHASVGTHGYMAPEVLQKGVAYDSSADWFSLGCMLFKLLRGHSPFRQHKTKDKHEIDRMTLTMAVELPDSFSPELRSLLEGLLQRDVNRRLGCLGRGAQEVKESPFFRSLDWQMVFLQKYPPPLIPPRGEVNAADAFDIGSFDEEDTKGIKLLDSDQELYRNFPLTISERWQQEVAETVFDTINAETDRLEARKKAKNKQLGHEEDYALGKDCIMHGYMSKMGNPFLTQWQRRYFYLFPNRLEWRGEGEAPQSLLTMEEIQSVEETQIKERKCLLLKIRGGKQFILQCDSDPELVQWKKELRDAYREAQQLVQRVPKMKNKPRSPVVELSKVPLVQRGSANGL
RPL19A-GFP yeast – yeast TOR pathway RPL19A-GFP modulation; S. cerevisiae RPL19A-GFP strain, flow cytometry, 3 h; active compounds read low; percent response vs DMSO, % at 10 µM; 0.3% of 330,000 active; AID 2025;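 active = percent response vs DMSO below 50%; inconclusive = fewer than 70 events counted for the yeast strain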;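 note: median channel GFP fluorescence of the barcoded RPL19A-GFP strain; ratio of sample median GFP to plate DMSO average so 100% = DMSO; lower means less RPL19A-GFP as with rapamycin TOR inhibition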
LAP4-GFP MLPCN – alters LAP4-GFP fluorescence in TOR pathway yeast screen; S. cerevisiae LAP4-GFP multiplex, flow cytometry GFP, 3 h; median GFP as percent of DMSO wells; GFP response vs DMSO, % at 10 µM; 0.34% of 320,000 active; AID 2023;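 active = GFP response vs DMSO above a set limit, about the screen mean plus 3 SD, cut at about 150% in these data; inconclusive = under 70 cell events counted for the yeast strain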
GASC-1 inh – inhibitors of human GASC-1 (JMJD2C) demethylase. Q9H3R0. GST-JMJD2C(1-420) H3K9me3 demethylation, DELFIA europium. inhibition, % at 2.35 µM. 0.069% of 330,000 active. AID 2099;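 active = more than half of a compound's replicate wells show inhibition beyond 50%, single wells judged on their own value; inconclusive = some, but no more than half, of replicates pass 50% inhibition; inactive = no replicate passes 50% inhibition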;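 note: signal counts dimethyl H3K9 product captured on neutravidin plate; 0% = median of DMSO wells and 100% = 0.3 times that DMSO median; strong numbers were not always called active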
Target sequence (Q9H3R0 1-420 limits assumed): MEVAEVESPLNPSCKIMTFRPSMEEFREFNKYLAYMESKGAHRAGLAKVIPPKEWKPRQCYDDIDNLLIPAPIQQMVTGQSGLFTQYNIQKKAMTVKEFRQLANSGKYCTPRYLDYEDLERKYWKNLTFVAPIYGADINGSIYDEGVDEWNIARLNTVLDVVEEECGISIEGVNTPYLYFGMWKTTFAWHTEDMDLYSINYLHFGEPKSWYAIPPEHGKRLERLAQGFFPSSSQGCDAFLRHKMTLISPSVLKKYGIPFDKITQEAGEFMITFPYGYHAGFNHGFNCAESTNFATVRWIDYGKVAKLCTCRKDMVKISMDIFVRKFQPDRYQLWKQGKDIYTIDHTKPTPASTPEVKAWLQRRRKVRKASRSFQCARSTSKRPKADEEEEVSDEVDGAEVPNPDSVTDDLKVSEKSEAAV
CIT2 TOR yeast – alters CIT2-GFP fluorescence in TOR pathway yeast screen; S. cerevisiae CIT2-GFP strain, flow cytometry, 3 h; 100 means same as DMSO wells; GFP response vs DMSO, % at 10 µM; 0.065% of 320,000 active; AID 2029;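 active = GFP response relative to DMSO above a set limit, near the screen mean plus 3 SD, cut at about 150% in these data; inconclusive = Fewer than 70 cells measured for a yeast strain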;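 note: ratio of well median GFP fluorescence to mean of DMSO wells on the plate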
VLA-4 inh – inhibition in a human VLA-4 binding assay; inhibition, % (about 7 µM as worked out from the volumes in the protocol); 0.2% of 330,000 active; VLA-4 expressing cells, ligand binding flow cytometry; in the data active = inhibition above about 50%
* marks the source's active call; other numbers are inactive results; i = inactive; ? = inconclusive; . = not tested or not shown; & = joins results of further samples.

1: Cc1cc(C)c(NC(=S)N(CCN(C)C)C(C)c2cccnc2)c(C)c1 (stereo not drawn)
2: CC(C)c1nc2ccc(NC(=O)C34CC5CC(CC(C5)C3)C4)cc2[nH]1
3: CCC(C)[C@H](NC(=O)NCc1cccc(OC)c1)C(=O)O (stereo partly drawn)
4: COc1ccc(CCNC(=O)Cn2cccc2C(=O)c2ccccc2C)cc1OC
5: CCOc1ccc(CC(=O)Nc2sc(Cc3ccccc3)c(C)c2C(N)=O)cc1OCC
6: CCN(CC(=O)N1CCCC1)S(=O)(=O)c1ccc(Br)cc1
7: O=C(NCc1cn2ccsc2n1)Nc1cccc(Cl)c1
8: c1ccc2[nH]c(CSc3ncnc4c3oc3ccccc34)nc2c1

compound no.,1,2,3,4,5,6,7,8
MEP2-GFP yeast,88,97,98,98,98,106,95,101
AGP1 TOR yeast,92,100,97,100,97,97,86,105
GRK2 inh,0,2,2,2,2,0,1,0
RPL19A-GFP yeast,92,96,98,98,95,98,89,98
LAP4-GFP MLPCN,96,103,95,91,99,96,86,105
GASC-1 inh,12,3,5,1,14,9,12,9
CIT2 TOR yeast,91,98,96,97,103,107,89,103
VLA-4 inh,-1,21,19,9,-15,15,4,-18

9: Nn1c(SCC(=O)NCCN2C(=O)CSC2=O)nnc1-c1ccc(OC(F)F)cc1
10: Cn1cccc1Cc1nnc(SCC(=O)NCC2CCCO2)n1-c1ccc(F)cc1 (stereo not drawn)
11: COc1ccc(CN2CCN(c3ccccn3)CC2)cc1OCc1ccccc1
12: CCN1CCN(c2nc(-c3ccncc3)nc3ccccc23)CC1
13: COc1ccc(NC(=O)Cn2ccc(C(F)(F)F)n2)cc1S(=O)(=O)N1CCOCC1
14: OCCNc1nc2nonc2nc1NCCO
15: CCOC(=O)C(=O)Nc1ccc(OC)c(Cl)c1
16: O=C(CSc1nccn1Cc1ccco1)Nc1ccc(F)cc1

compound no.,9,10,11,12,13,14,15,16
MEP2-GFP yeast,105,109,98,93,91,109,93,99
AGP1 TOR yeast,111,102,91,100,101,100,.,99
GRK2 inh,2,0,3,0,0,0,3,0
RPL19A-GFP yeast,99,99,93,100,92,105,89,97
LAP4-GFP MLPCN,105,100,92,99,98,95,99,96
GASC-1 inh,6,1&-7,-1,-4,4,-16,-18,-18
CIT2 TOR yeast,104,101,92,91,91,105,100,96
VLA-4 inh,-1,13,8,-4,3,7,15,2

17: O=C1c2cccc3c(O)ccc(c23)C(=O)N1Cc1ccccc1
18: Cc1nc(SCC(=O)N2CCOCC2)c2ccsc2n1
19: COc1cccc(/C=C/C(=O)OCC(=O)N(C)CC(=O)Nc2ccccc2Cl)c1OC
20: O=C(Nc1ccc(O)c(-c2nc3ccccc3o2)c1)C1(c2ccccc2)CCCC1
21: Cc1cc(C(=O)COC(=O)c2cccnc2Cl)c(C)n1-c1c(C)n(C)n(-c2ccccc2)c1=O
22: CCOC(=O)c1c(NC(=O)CSc2n[nH]c(-c3ccco3)n2)sc(C)c1C
23: O=C(Nc1ccc(F)cc1)c1csc(Cc2ccccc2)n1
24: CCOc1[nH]n(-c2ccccc2)c(=O)c1C=Nc1ccc(C)cc1

compound no.,17,18,19,20,21,22,23,24
MEP2-GFP yeast,118,93,101,103,97,106,91,96
AGP1 TOR yeast,113,98,101,95,97,109,92,87
GRK2 inh,1,0,4,1,0,4,1,0
RPL19A-GFP yeast,105,96,98,98,105,104,94,100
LAP4-GFP MLPCN,101,93,101,97,97,115,90,82
GASC-1 inh,i,9,8,1,-2,-2,4,-4
CIT2 TOR yeast,114,102,93,91,101,90,94,99
VLA-4 inh,-29,12,-3,1,-3,19,4,7

25: COC(=O)[C@@H]1[C@@H](C)OC(=O)N[C@H]1c1ccccc1
26: Cc1ccc(S(=O)(=O)n2cc(-c3ccccc3)c3ccccc32)cc1
27: Cc1cc2oc(C(=O)N(Cc3ccccc3)C3CCS(=O)(=O)C3)c(C)c2cc1C (stereo not drawn)
28: CC(OC(=O)C1=COCCO1)C(=O)NC(C)c1ccc(Cl)cc1Cl (stereo not drawn)
29: N#C/C(=C\c1ccccc1)C(=O)Nc1nncs1
30: Cc1cccc(-c2n[nH]c([N+](=O)[O-])n2)c1
31: Oc1ccc(C[C@@H]2CNCCN2CCc2cccc(F)c2)cc1
32: O=C1c2ccc([N+](=O)[O-])cc2C(=O)N1c1ccc(Cl)cn1

compound no.,25,26,27,28,29,30,31,32
MEP2-GFP yeast,97,83,116,95,95,96,82,89
AGP1 TOR yeast,97,95,96,95,95,94,.,98
GRK2 inh,1,4,2,0,0,2,0,4
RPL19A-GFP yeast,103,98,107,90,98,96,89,95
LAP4-GFP MLPCN,138,95,85,100,103,89,126,107
GASC-1 inh,-45,-19,11,3,13,3,-10,-6
CIT2 TOR yeast,117,95,.,82,86,.,90,98
VLA-4 inh,22,24,-2,-4,0,11,-13,0

33: CC(=O)Nc1ccc(S(=O)(=O)Nc2cccc(NC(=O)c3ccco3)c2)cc1
34: O=Cc1cc(N=Nc2ccccc2Cl)ccc1O
35: COC(=O)c1sccc1NC(=S)N1CCN(c2ccccc2F)CC1
36: O=C(COc1ccccc1)NC1CCN(Cc2ccccc2)CC1
37: COC(=O)C1=C(C)N(C)C(=O)NC1c1ccsc1 (stereo not drawn)
38: Cc1cc(C)c2c(N)c(C(=O)NC3CCCC3)sc2n1
39: COc1ccc(Cn2c(-c3ccc(Cl)cc3)c[n+]3ccccc23)cc1
40: CC1CC(C)CN(S(=O)(=O)c2ccc(C(=O)Nc3sccc3C(N)=O)cc2)C1 (stereo not drawn)

compound no.,33,34,35,36,37,38,39,40
MEP2-GFP yeast,98,78,106,90,108,100,106,108
AGP1 TOR yeast,102,63,112,88,101,100,105,100
GRK2 inh,3,11,5,0,0,4,0,2
RPL19A-GFP yeast,98,100,108,94,112,97,107,101
LAP4-GFP MLPCN,100,82,109,91,99,111,101,98
GASC-1 inh,2,2,9,12,20,-3,14,2
CIT2 TOR yeast,100,88,114,95,119,97,104,110
VLA-4 inh,-4,10,4,12,-2,-8,-3,4

Some of these compounds in order of their number in RPL19A-GFP yeast, largest number first:
37: COC(=O)C1=C(C)N(C)C(=O)NC1c1ccsc1 (stereo not drawn)
35: COC(=O)c1sccc1NC(=S)N1CCN(c2ccccc2F)CC1
39: COc1ccc(Cn2c(-c3ccc(Cl)cc3)c[n+]3ccccc23)cc1
40: CC1CC(C)CN(S(=O)(=O)c2ccc(C(=O)Nc3sccc3C(N)=O)cc2)C1 (stereo not drawn)
38: Cc1cc(C)c2c(N)c(C(=O)NC3CCCC3)sc2n1
36: O=C(COc1ccccc1)NC1CCN(Cc2ccccc2)CC1

compound no.,37,35,39,40,38,36
MEP2-GFP yeast,108,106,106,108,100,90
AGP1 TOR yeast,101,112,105,100,100,88
GRK2 inh,0,5,0,2,4,0
RPL19A-GFP yeast,112,108,107,101,97,94
LAP4-GFP MLPCN,99,109,101,98,111,91
GASC-1 inh,20,9,14,2,-3,12
CIT2 TOR yeast,119,114,104,110,97,95
VLA-4 inh,-2,4,-3,4,-8,12

Following part:
41: CN(CC(O)Cn1cnc2c1c(=O)n(C)c(=O)n2C)c1ccccc1 (stereo not drawn)
42: Cc1[nH]ncc1N=Cc1ccc([N+](=O)[O-])cc1
43: Cc1ccc(C(=O)Nc2cccnc2Cl)cc1Cl
44: CCOCCOC(=O)NCCCCCCNC(=O)OCCOCC
45: CCOC(=O)N1CCN(C(=O)c2ccc3c(=O)n(Cc4ccc(Cl)cc4)c(=S)[nH]c3c2)CC1
46: COCCNC(=O)/C(C#N)=C/c1c(N2CCCCCC2)nc2ccccn2c1=O
47: C=CCSc1nnc2c(n1)OC(C)=Nc1ccc(Br)cc1-2
48: Cc1ccnc(SCc2cc(=O)c(OC(=O)c3ccccc3)co2)n1

compound no.,41,42,43,44,45,46,47,48
MEP2-GFP yeast,97,101,91,94,94,86,99,88
AGP1 TOR yeast,91,95,85,102,103,84,98,86
GRK2 inh,0,5,6,0,2,0,0,0
RPL19A-GFP yeast,100,97,91,101,103,94,96,92
LAP4-GFP MLPCN,88,80,90,104,108,85,95,100
GASC-1 inh,22,-35,-6,-6,4,?,-1,3
CIT2 TOR yeast,95,101,90,100,102,91,95,83
VLA-4 inh,17,3,-3,9,-4,-11,20,7

49: Cc1cc(C(=O)CNCc2ccco2)c(C)n1-c1ccc(F)cc1
50: COc1ccc(NC(=O)CSc2nc3sc(C)cc3c(=O)n2C)c(OC)c1
51: O=C(CN1CCCCCC1)NCCN1C(=O)S/C(=C\c2ccccc2Cl)C1=O
52: Cc1ccc(NC(=O)NN(C)c2c(Cl)c(Cl)nn2C)cc1
53: CCN(CC)S(=O)(=O)c1ccc(N2CCN(CCO)CC2)nc1
54: O=c1c2ccccc2c(-c2ccccc2)nn1-c1ccc(Cl)c(Cl)c1
55: CCOc1nc(Nc2ccc(F)cc2)nc(N2CCN(c3ccc(OC)cc3)CC2)n1
56: COc1ccc(S(=O)(=O)N2CCCC(C(=O)Nc3ccc4c(c3)OCCO4)C2)cc1 (stereo not drawn)

compound no.,49,50,51,52,53,54,55,56
MEP2-GFP yeast,102,102,112,104,96,101,100,105
AGP1 TOR yeast,103,91,120,102,122,96,102,111
GRK2 inh,0,0,0,2,0,1,0,4
RPL19A-GFP yeast,109,99,112,105,96,93,99,100
LAP4-GFP MLPCN,105,104,109,94,100,96,109,104
GASC-1 inh,3,13,2,-2,-15,-2,-1,16
CIT2 TOR yeast,97,95,114,107,91,92,98,106
VLA-4 inh,-1,1,4,1,11,-8,-3,12

57: C=CCN=C(NC#N)SCCc1ccccc1
58: COc1ccc(CCNC(=O)C(=O)N2CCCC2)cc1OC
59: Cc1cc(C)n(-c2ccc(Cl)c(C(=O)O)n2)n1
60: O=S(=O)(c1ccc(Cl)cc1)N1CCN(C(=S)NCC2CCCO2)CC1 (stereo not drawn)
61: CC1(C)C2CCC1(CS(=O)(=O)N1CCCc3ccccc31)C(=O)C2 (stereo not drawn)
62: CCCn1c(O)c(N=NC(=O)CNC(=O)Cc2ccc(OC)cc2)c2ccccc21
63: O=C(c1ccc(C(=O)N2CCCCCC2)cc1)N1CCCCCC1
64: CC(C)(C)OC(=O)C[C@H]1C/C=C\C[C@H](CC(=O)N[C@@H](CO)Cc2ccccc2)C(=O)N[C@H](C(C)(C)C)COC1=O

compound no.,57,58,59,60,61,62,63,64
MEP2-GFP yeast,93,100,100,97,109,103,103,105
AGP1 TOR yeast,96,108,108,95,103,97,104,105
GRK2 inh,0,1,0,1,1,0,0,5
RPL19A-GFP yeast,99,104,99,101,101,94,102,104
LAP4-GFP MLPCN,102,101,101,92,96,98,98,104
GASC-1 inh,-4,12,-12,-2,-6,-8,2,.
CIT2 TOR yeast,105,98,102,101,102,92,106,93
VLA-4 inh,0,4,-64,3,10,13,0,0

65: O=S(=O)(c1cccs1)N1CN(Cc2ccc(F)cc2)c2nc3ccccc3nc21
66: Cc1cccc(N2CCN(C(=O)c3nn(C)c4c3CS(=O)(=O)c3ccccc3-4)CC2C)c1 (stereo not drawn)
67: O=C(CN1CCN(S(=O)(=O)c2ccccc2)CC1)Nc1ccc2c(c1)CCC2
68: COC(=O)c1ccc(NC(=O)c2cccc(N3C(=O)C4C5C=CC(C6CC56)C4C3=O)c2)cc1 (stereo not drawn)

compound no.,65,66,67,68
MEP2-GFP yeast,100,93,107,94
AGP1 TOR yeast,100,99,107,94
GRK2 inh,1,0,0,3
RPL19A-GFP yeast,98,98,103,96
LAP4-GFP MLPCN,99,106,99,79
GASC-1 inh,.,4,9,-9
CIT2 TOR yeast,98,100,102,104
VLA-4 inh,-15,-1,14,-8
